# Growth percent in the NCI-60 one-dose screen (48 h, 10 µM unless noted): 100 = growth as untreated, 0 = no growth, -100 = all killed.
# OVCAR-5: OVCAR-5 ovarian cancer | actives 2.9% (n = 82,000) | AID 1794783
# OVCAR-3: OVCAR-3 ovarian cancer; actives 7% (n = 79,000); AID 1794787
# OVCAR-4: OVCAR-4 ovarian cancer cells | actives 3.7% (n = 80,000) | AID 1794784
# CAKI-1: CAKI-1 renal cancer; AID 1794772; actives 4.7% (n = 75,000)
# RXF 393: RXF 393 renal cancer cells; actives 6.9% (n = 77,000)
# A498: A498 renal cancer cells; actives 5.4% (n = 76,000)
# OVCAR-8: OVCAR-8 ovarian cancer; actives 4.4% (n = 81,000); AID 1794782
# ACHN: ACHN renal cancer; actives 4.9% (n = 81,000); AID 1794771
# The depositor's hits bear a star; . = not tested or not shown; & = joins results of further samples. How the source made its calls: active means growth percent below 10; inactive means the rest.
1: COc1ccc(S(=O)(=O)NCCCNc2nccc(-c3[nH]c(-c4ccccc4)nc3-c3ccc(Cl)c(O)c3)n2)cc1
2: CC(=O)Nc1ccc(/C=C/C(=O)c2ccc([N+](=O)[O-])cc2)cc1
3: COc1cc(C2N(c3ccc(Cl)cc3)NC(=O)[C@@H]3CCCN23)cc(OC)c1OC (stereo partly drawn)
4: COc1ccc(-c2cc(C(=O)Oc3ccc(C=O)cc3OC)nn2-c2ccc(S(C)(=O)=O)cc2)cc1OC
5: N#CC(OC(=O)c1ccccc1)c1ccccc1 (stereo not drawn)
6: COc1ccc2c(c1)CC/C(=C\c1cccc(OCC(=O)Nc3nccs3)c1)C2=O
7: CC12CCC3C4(C)COC(c5ccccc5F)OC4CCC3(C)C1CC(C1=CCOC1=O)O2 (stereo not drawn)
8: CCOc1ccc(C(=O)OCCNCC(C)C)cc1N

Compound	1	2	3	4	5	6	7	8
OVCAR-5	103.6	105.3	99.0	92.3	104.0&104.9	107.8	97.5	108.1
OVCAR-3	71.8	125.0	93.4	115.0	105.3&117.3	134.8	90.9	102.3
OVCAR-4	100.7	110.9	84.6	92.9	99.0&96.0	102.3	70.0	102.9
CAKI-1	102.3	94.3	.	76.2	94.9&98.5	113.6	78.7	100.1
RXF 393	139.6	127.9	115.7	102.1	106.8&102.9	.	116.5	107.7
A498	115.9	124.1	68.9	108.3	97.7&96.9	146.1	83.0	93.5
OVCAR-8	67.0	94.0	92.4	97.8	94.8&107.0	103.6	95.3	106.5
ACHN	96.2	102.2	93.0	98.3	101.9&106.2	105.2	89.8	102.5

9: C=C1[C@]2(C(=O)OC)C3OC3(C)C(O)[C@@]1(C)CC1[C@@]3(C)CC[C@H](O)C(C)(C)C3CC[C@]12C (stereo partly drawn)
10: O=C(Nc1cccc(C2=NCCN2)c1)c1ccc(-c2ccc(C(=O)Nc3cccc(C4=NCCN4)c3)cc2)cc1
11: Oc1ccc(O)c(-c2ccccc2)c1
12: O=C(O)c1ccc(-n2cc(CNc3ccc(F)cc3)c(-c3ccc(F)c(F)c3)n2)cc1
13: CCOC(=O)Nc1ccc2c(c1)C(=O)N(CC)c1ccccc1O2
14: Cc1cccc(-c2nc(Nc3ccc(S(N)(=O)=O)cc3)c3ccccc3n2)c1
15: CNC(=O)c1ccccc1C(O)c1ccc(C)cc1 (stereo not drawn)
16: COc1cc(N(C(C)=O)c2ccc(O)c(C(=O)O)c2)c2ncccc2c1

Compound	9	10	11	12	13	14	15	16
OVCAR-5	93.0	88.5	102.2	97.4	74.0	108.8	91.3	102.9
OVCAR-3	119.4	121.4	20.5	107.5	-7.5*	113.0	119.6	121.8
OVCAR-4	100.2	96.6	53.8	102.7	43.7	107.9	98.9	107.7
CAKI-1	94.9	106.7	74.6	80.8	31.1	101.2	89.2	101.4
RXF 393	110.6	122.2	73.8	.	-4.5*	92.4	102.3	100.9
A498	99.6	.	131.5	78.0	-4.8*	104.2	94.5	96.3
OVCAR-8	93.2	80.7	62.9	97.8	7.2*	103.2	100.5	102.9
ACHN	98.5	98.4	74.1	95.2	35.6	103.8	100.6	100.1

17: Cc1cc(C)n2nc(N)nc2n1
18: O=C1CC2CC=CCN2C=C1NC(=O)c1cccs1 (stereo not drawn)
19: COc1nccc2cc3c(=O)n4c(cc5ccncc54)c(=O)n3c12
20: O=C(CSc1nc2ccccc2c(=O)n1CCc1ccccc1)Nc1ccccc1C(=O)O
21: NS(=O)(=O)c1ccc(N=Nc2c(O)n(CC(=O)Nc3ccccc3)c3ccccc23)cc1
22: COc1cc(C2CC(=O)Nc3n[nH]c(-c4ccccc4)c32)cc(OC)c1OC (stereo not drawn)
23: COc1ccccc1NC(C)=O
24: CCOC(=O)c1c(C)nn(CC(O)c2ccccc2)c1NC(=O)Nc1cccc(F)c1 (stereo not drawn)

Compound	17	18	19	20	21	22	23	24
OVCAR-5	106.1	104.4	105.6	101.0	74.5	91.3	96.6	84.8
OVCAR-3	105.4	107.6	104.4	71.8	20.8	36.0	114.1	95.6
OVCAR-4	124.3	103.5	105.5	77.4	57.3	88.4	108.6	83.6
CAKI-1	106.8	94.5	101.9	76.6	7.4*	92.0	104.9	83.4
RXF 393	126.7	112.0	113.3	.	48.9	.	108.9	85.2
A498	.	119.3	98.0	74.3	60.0	.	77.1	70.9
OVCAR-8	111.9	97.4	100.0	39.2	11.3	80.1	100.1	93.1
ACHN	107.3	101.4	97.9	66.6	11.0	103.9	110.1	89.7

25: CCOc1ccc2nc(N(Cc3ccc(C(C)C)cc3)C(C)=O)sc2c1
26: Nc1nc(-c2ccccc2Cl)cc(-c2ccc(Cl)cc2Cl)n1
27: CCCCSc1nnc(-c2ccc(-c3ccc(Cl)cc3)nc2C)o1
28: COc1cc(C2CC(c3ccc(Cl)cc3)=Nc3c(C)nn(-c4ccccc4)c3N2)ccc1Oc1nc2c(c(=O)n(C)c(=O)n2C)n1C (stereo not drawn)
29: CC(=O)C(=O)Nc1ccc(F)cc1
30: Cc1cc(N=Nc2ccccc2)cc(C)c1NC(=O)C(F)(F)F
31: O=C1c2ccccc2C(=O)N1O
32: Cc1[nH]c(-c2nc3ccccc3[nH]2)c(C)c1C(=O)NNc1ccc(Cl)cc1

Compound	25	26	27	28	29	30	31	32
OVCAR-5	88.0	96.2	101.5	91.8	110.7	98.4	106.8	101.1
OVCAR-3	110.0	85.2	.	95.0	122.5	107.1	54.3	98.4
OVCAR-4	106.6	79.6	101.6	87.2	104.8	99.6	114.0	88.2
CAKI-1	88.6	68.0	95.4	90.1	97.2	90.0	92.2	80.2
RXF 393	99.7	75.8	110.1	105.7	.	97.2	109.1	103.2
A498	80.9	53.7	71.0	86.7	104.8	103.5	107.9	.
OVCAR-8	98.3	71.2	108.9	87.0	108.6	109.5	99.2	90.2
ACHN	98.1	86.0	103.9	92.7	109.5	92.3	109.0	102.5

# Structures listed so far that contain an NH in an aromatic ring:
1: COc1ccc(S(=O)(=O)NCCCNc2nccc(-c3[nH]c(-c4ccccc4)nc3-c3ccc(Cl)c(O)c3)n2)cc1
22: COc1cc(C2CC(=O)Nc3n[nH]c(-c4ccccc4)c32)cc(OC)c1OC (stereo not drawn)
32: Cc1[nH]c(-c2nc3ccccc3[nH]2)c(C)c1C(=O)NNc1ccc(Cl)cc1

Compound	1	22	32
OVCAR-5	103.6	91.3	101.1
OVCAR-3	71.8	36.0	98.4
OVCAR-4	100.7	88.4	88.2
CAKI-1	102.3	92.0	80.2
RXF 393	139.6	.	103.2
A498	115.9	.	.
OVCAR-8	67.0	80.1	90.2
ACHN	96.2	103.9	102.5

# Additional structures follow:
33: O=C(Nc1ccc(Cl)cc1)N1CCN(c2ccc3nncn3n2)CC1
34: COc1ccc(-c2nn(-c3cccc(Cl)c3)cc2-c2nc(N)[nH]c(=O)c2C#N)cc1
35: O=C(Nc1ccc(Oc2cccc(F)c2)c(Cl)c1)c1cnccn1
36: NC(=O)C1(NC2CCCCC2)CCNCC1
37: CCOC(=O)Nc1ccc(OC(=O)Oc2ccc(NC(=O)OCC)cc2)cc1
38: CCCCC1=NC2(CCCC2)C(=O)N1Cc1ccc(-c2ccccc2-c2nn[nH]n2)cc1
39: O=C(O)c1ccc(-n2cc(/C=N/Nc3ccccc3F)c(-c3ccccc3)n2)cc1
40: COc1ccc(-c2nc(N=Nc3c(O)[nH]c4ccc(Cl)cc34)nc(N3CCOCC3)c2C#N)cc1

Compound	33	34	35	36	37	38	39	40
OVCAR-5	87.2	94.3	56.6	98.8	106.4	92.5	96.8	99.0
OVCAR-3	-7.8*	106.3	-17.8*	104.5	102.1	114.8	81.1	108.0
OVCAR-4	.	85.7	44.5	119.7	116.4	110.5	80.4	104.3
CAKI-1	29.3	30.6	25.2	100.5	107.4	97.8	.	81.3
RXF 393	-81.2*	63.4	7.4*	124.9	122.7	107.5	102.1	92.3
A498	21.5	.	69.4	.	.	123.0	90.0	94.0
OVCAR-8	30.5	96.4	37.5	106.7	107.7	100.3	55.9	102.6
ACHN	8.0*	87.5	37.7	108.0	105.7	98.1	40.3	92.5

# Reprinted, compounds 39 to 40
39: O=C(O)c1ccc(-n2cc(/C=N/Nc3ccccc3F)c(-c3ccccc3)n2)cc1
40: COc1ccc(-c2nc(N=Nc3c(O)[nH]c4ccc(Cl)cc34)nc(N3CCOCC3)c2C#N)cc1

Compound	39	40
OVCAR-5	96.8	99.0
OVCAR-3	81.1	108.0
OVCAR-4	80.4	104.3
CAKI-1	.	81.3
RXF 393	102.1	92.3
A498	90.0	94.0
OVCAR-8	55.9	102.6
ACHN	40.3	92.5

# Taken from above:
# compound 38 in A498 has 123.0
# compound 40 in A498 has 94.0
# compound 37 in ACHN has 105.7
# compound 36 in OVCAR-3 has 104.5
# compound 34 in CAKI-1 has 30.6
# compound 35 in RXF 393 has 7.4*

# (list continues)
41: Cc1ccc(C(=O)Cc2ccccc2)c(O)c1
42: COc1ccc2[nH]c(O)c(N=NC(=O)c3oc4ccccc4c3CN3CCN(c4ccccc4)CC3)c2c1
43: COc1ncc(-c2ccc3nccc(-c4ccnnc4)c3c2)cc1NS(=O)(=O)c1ccc(F)cc1F
44: CCC(/C(=N\Nc1c(Cl)cc(Cl)cc1Cl)c1ccccc1)n1ccnc1C (stereo not drawn)
45: O=c1c2c3c(sc2nc(SC2CCCC2)n1-c1ccc([N+](=O)[O-])cc1)CCCCC3
46: Brc1cccc(-c2cn3c(ccc4ccccc43)n2)c1
47: Nc1nn(-c2ccccc2)c2nc(=S)[nH]c(-c3ccc(Cl)cc3)c12
48: COc1cc(C)cc2oc3oc(=O)c(-c4csc(-c5cc6ccccc6oc5=O)n4)cc3c(=O)c12

Compound	41	42	43	44	45	46	47	48
OVCAR-5	99.1	98.0	8.0*	75.6	92.5	93.7	103.4	108.9
OVCAR-3	109.7	109.4	-58.0*	61.6	97.5	102.8	111.1	115.8
OVCAR-4	107.3	107.3	-8.9*	71.6	73.0	90.5	106.5	105.9
CAKI-1	95.0	94.5	-19.8*	74.7	85.5	68.7	96.3	96.1
RXF 393	115.0	108.1	-58.5*	86.9	106.7	100.9	118.1	102.2
A498	79.3	.	-48.2*	88.9	93.0	116.2	112.3	106.7
OVCAR-8	104.2	105.1	-17.0*	84.3	85.9	91.7	97.3	103.4
ACHN	102.4	106.2	15.3	67.2	94.4	88.7	101.9	104.3

49: O=C(OC1CCC2CCCC1C2=O)c1ccc([N+](=O)[O-])cc1 (stereo not drawn)
50: O=C1Nc2ccc(Cl)cc2C12NCCc1cc(O)ccc12 (stereo not drawn)
51: COc1ccc(C2C3=C(CC(C)(C)CC3=O)N(Cc3ccc(C(=O)O)cc3)C3=C2C(=O)CC(C)(C)C3)cc1
52: CCCCNc1nnc(-c2cc(-c3cc4ccccc4o3)nn2-c2ccccc2)o1
53: N#CC(C#N)=C(NC(=O)c1ccccc1)SCc1ccccc1
54: O=C(Cc1c(F)cccc1Cl)Nc1ccc(S(=O)(=O)Nc2ncccn2)cc1
55: Cc1nc(Nc2nc(-c3ccncc3)nc(C(Cl)(Cl)Cl)n2)sc1C
56: COC(=O)C1C(O)CON(c2ccccc2)C1c1ccccc1 (stereo not drawn)
57: CC1=C(C(=O)O)N2C(=O)[C@@H](NC(=O)C(N)c3ccccc3)[C@H]2SC1 (stereo partly drawn)
58: Nc1ccc2nc(NC(=O)CN3CCCCC3)sc2c1

Compound	49	50	51	52	53	54	55	56	57	58
OVCAR-5	99.9	99.1	108.8	105.4	119.3	102.7	106.1	104.9	112.5	103.1
OVCAR-3	107.1	101.9	111.3	66.0	97.1	109.1	120.2	113.6	124.6	106.5
OVCAR-4	102.7	104.2	96.1	86.7	98.7	101.1	107.7	104.8	106.7	103.0
CAKI-1	99.0	90.5	95.9	97.4	93.4	91.0	101.1	93.7	87.2	93.6
RXF 393	105.5	109.3	122.3	.	104.9	38.1	123.2	105.3	.	116.2
A498	101.2	92.9	108.0	86.5	92.6	98.4	123.7	98.2	114.2	101.7
OVCAR-8	91.9	107.0	109.2	88.0	102.3	112.5	109.5	102.5	104.2	104.9
ACHN	106.2	97.5	116.4	85.9	101.9	100.4	108.1	99.6	97.4	104.3

# High-throughput results (PubChem)
